Screening results as filed in PubChem BioAssay.
DUSP3 inh: inhibitors of human VHR1 phosphatase (DUSP3) | AID 1654 | recombinant VHR phosphatase, pNPP absorbance | inhibition, % at 13.3 µM | 290,000 tested, 0.52% active; in the data active = inhibition above about 50%; also: some compounds called inactive have numbers as strong as hits
FadD28 binding: blocks FadD28 binding to the bisubstrate probe; fluorescence polarization; inhibition, % at 12.5 µM; 360,000 tested, 0.22% active; in the data active = inhibition above about 8.5%, passing the limit was not always enough; inconclusive = no clear call, values can overlap the other calls
Mtb BioA inh: BioA (M. tuberculosis) enzyme inhibition | AID 602481 | purified M. tuberculosis BioA enzyme, plate reader | inhibition, % at 9.99 µM | 360,000 tested, 0.096% active; in the data active = inhibition above about 40%; inconclusive = no clear call, values can overlap the other calls
Mtb UGM inh: Mtb UDP-galactopyranose mutase inhibition; P9WIQ1; purified UGM, fluorescence polarization probe displacement; inhibition, % at 10 µM; 320,000 tested, 0.06% active; AID 504406; in the data active = inhibition above about 10%, passing the limit was not always enough; inconclusive = no clear call, values can overlap the other calls
Target sequence (P9WIQ1 whole entry, looked up): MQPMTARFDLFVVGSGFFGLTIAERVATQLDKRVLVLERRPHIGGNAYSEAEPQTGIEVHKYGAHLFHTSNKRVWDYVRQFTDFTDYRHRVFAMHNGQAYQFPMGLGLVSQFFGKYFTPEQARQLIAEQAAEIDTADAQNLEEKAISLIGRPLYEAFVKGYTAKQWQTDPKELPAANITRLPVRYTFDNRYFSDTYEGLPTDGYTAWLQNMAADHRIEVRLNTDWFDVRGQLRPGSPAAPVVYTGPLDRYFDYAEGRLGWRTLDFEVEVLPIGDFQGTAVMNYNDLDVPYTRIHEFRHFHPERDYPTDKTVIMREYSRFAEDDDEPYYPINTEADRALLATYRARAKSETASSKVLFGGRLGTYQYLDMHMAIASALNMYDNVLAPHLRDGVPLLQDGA
BoNT F protease: inhibitors of Botulinum neurotoxin F light chain protease; Multiplex microsphere protease cleavage assay, flow cytometry; inhibition, % at 10 µM; 360,000 tested, 0.22% active; AID 588497; in the data active = inhibition above about 35%, passing the limit was not always enough; inconclusive = no clear call, values can overlap the other calls; also: plate controls were buffer without enzyme for full effect and enzyme alone for no effect
FBA Mtb inh: inhibitors of M. tuberculosis fructose-bisphosphate aldolase | purified M. tuberculosis FBA, fluorescence read-out | inhibition, % at 1 µM | 360,000 tested, 2.3% active | AID 588726; in the data active = inhibition above about 27%;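 also: 0% = vehicle and 100% = reference inhibitor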
Target sequence (P9WQA3 whole entry, looked up): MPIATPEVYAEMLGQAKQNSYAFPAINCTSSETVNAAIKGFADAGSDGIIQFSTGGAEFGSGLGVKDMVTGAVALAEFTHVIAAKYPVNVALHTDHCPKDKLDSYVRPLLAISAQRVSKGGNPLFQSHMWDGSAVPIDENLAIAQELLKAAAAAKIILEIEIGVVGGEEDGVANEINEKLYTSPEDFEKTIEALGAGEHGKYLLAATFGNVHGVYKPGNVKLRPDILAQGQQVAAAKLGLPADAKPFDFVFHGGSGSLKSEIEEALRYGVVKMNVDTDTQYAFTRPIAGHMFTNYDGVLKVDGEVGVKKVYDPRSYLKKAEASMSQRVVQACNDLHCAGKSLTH
Rv3671c inh: inhibits the M. tuberculosis serine protease Rv3671c; P9WHR9; inhibition, % at 5.96 µM; 320,000 tested, 0.048% active; AID 2606; in the data active = inhibition above about 38%;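 also: extracellular domain of Rv3671c used as enzyme; 0% = enzyme with DMSO and 100% = no enzyme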
CCHFV vOTU inh: CCHFV vOTU protease inhibition; 370,000 tested, 0.55% active; Pep-AMC fluorescence; inhibition, % at 11.5 µM; AID 651958; also: 0% = vehicle wells with enzyme and 100% = no enzyme wells
GDH-TPI inh: GDH-TPI coupled enzyme inhibition counter-screen | AID 588335 | GDH-TPI coupled enzyme counterscreen, NADH absorbance | inhibition, % at 4.8 µM | 360,000 tested, 1.2% active;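 also: 0% = DMSO wells and 100% = wells lacking the enzyme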
MazEF act: increases E. coli MazEF RNase cleavage of RNA | FAM/BHQ RNA-DNA oligo cleavage fluorescence, 5 h | activation, % at 20 µM | AID 504720 | 350,000 tested, 0.32% active; in the data active = activation above about 50%
Target sequence (P0AE70 whole entry, looked up): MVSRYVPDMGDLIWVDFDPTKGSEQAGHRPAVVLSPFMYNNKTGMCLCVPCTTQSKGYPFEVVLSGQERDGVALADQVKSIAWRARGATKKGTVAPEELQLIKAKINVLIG
An asterisk follows results filed as active; u = inconclusive; x = not tested or not shown. Rule as the data show it, unless noted: active = inhibition above about 30%; inactive = the rest.

SMILES	DUSP3 inh	FadD28 binding	Mtb BioA inh	Mtb UGM inh	BoNT F protease	FBA Mtb inh	Rv3671c inh	CCHFV vOTU inh	GDH-TPI inh	MazEF act
Cc1ccc(Oc2nn[nH]n2)cc1	9	-0.6	-1.5	3.3	4	-2	-6	-7	2	5
COc1ccc(C2=NS(=O)(=O)N(C)C(C(=O)NC3CCCCC3)=C2)cc1	21	-2.4	-0.9	-1.5	-7	4	-5	11	20	3
COc1cc(NC(=O)c2cc(C)no2)cc(OC)c1OC	-2	0.0	27	1.4	7	2	-8	9	0	9
O=C(CN1C(=O)NC2(CCSC2)C1=O)N1CCN(c2ccc(F)cc2)CC1 (stereo not drawn)	28	-1.4	-4.3	-0.4	3	4	0	1	11	2
O=C(COC(=O)c1cc([N+](=O)[O-])ccc1N1CCOCC1)Nc1ccccc1OC(F)F	x	-0.6	x	1.8	0	-1	-9	6	8	-9
O=C(CSc1nnc(C2CC2)n1CC1CCCO1)Nc1ccc(Cl)cc1 (stereo not drawn)	26	x	-0.2	4.7	-2	2	-2	0	4	10
COc1ccc(/C=C2\Oc3cc(OCC(=O)N4CC(O)C[C@H]4C(=O)O)ccc3C2=O)c(OC)c1OC (stereo partly drawn)	-3	-1.8	-0.3	3.7	-1	-1	-2	7	25	-13
Nc1cc(OC(=O)c2cccs2)nn1S(=O)(=O)c1ccccc1	-4	-1.0	0.0	2.4	5	6	10	14	6	-1
NC(=O)CC1SC(N)=NC1=O (stereo not drawn)	35	-4.4	-1.5	-4.1	u	2	5	11	-2	5
CCN1CCN(C2=C(NS(=O)(=O)c3ccc(Br)cc3)C(=O)c3ccccc3C2=O)CC1	34	1.7	3.5	1.5	0	3	-62	78*	3	-12
C=C1C(=O)[C@]23C[C@H]1CCC2[C@]1(C)CCC[C@@](C)(C(=O)O)C1C[C@@H]3O (stereo partly drawn)	x	-1.8	2.8	x	0	0	x	5	x	x
COc1ccc(C(=O)NCC(=O)NCc2ccncc2)cc1	x	-3.0	-0.4	1.9	0	1	-6	-16	2	6
Cc1cc(C)nc(SC(C)CNS(=O)(=O)c2ccccc2)n1 (stereo not drawn)	7	-2.9	x	2.2	-4	5	-6	-16	6	-1
CCn1c(=O)c(CCC(=O)NCCN2CCOCC2)c(C)c2c(C)nn(-c3cccc(C)c3)c21	-12	-5.1	-1.4	3.7	2	19	3	3	-14	3
Cc1cccc(C(=O)NC2CC3CCCC(C2)N3Cc2ccccc2)c1 (stereo not drawn)	-11	-1.3	-0.3	0.5	-23	1	-3	-4	0	4
COc1cccc(C(=O)Nc2ccc(N3CCN(S(C)(=O)=O)CC3)cc2)c1	24	-3.6	-0.6	0.0	-1	0	-9	-10	8	2
Cc1ccc(N2C(=O)c3ccccc3C2Nc2ccc(S(=O)(=O)N3CCOCC3)cc2)nc1 (stereo not drawn)	32	0.1	0.5	1.8	-3	1	2	0	3	17
COc1ccc(NC(=O)CSc2nc3c(c(=O)n2-c2ccccc2OC)SCC3)cc1	45	-1.0	19	1.0	-2	2	5	0	-1	11
O=S(=O)(Cc1ccccc1)Nc1ccc(S(=O)(=O)NCC2CCCO2)cc1 (stereo not drawn)	-12	-0.1	-1.0	0.0	-2	2	7	14	8	2
CCOc1ccc(NC(=O)NCc2ccco2)cc1	31	-1.6	1.2	-1.9	6	-3	-1	0	3	-5
COc1ccc(C)cc1-n1nnnc1SCc1nc2ccccc2c(=O)[nH]1	26	-1.3	x	2.6	2	2	-19	-6	-1	0
CCOC(=O)CCCSc1nc2sc3c(c2c(=O)[nH]1)CCC3	24	0.1	-0.4	-1.3	4	2	-5	18	-3	6
CCCCNC(=O)NNC(=O)c1ccoc1C	-4	-1.6	-5.0	3.6	u	1	0	6	1	12
CCNC(=O)CN(CCc1ccccc1)S(=O)(=O)c1ccc(OC)cc1	6	0.0	0.6	3.1	3	1	-9	6	8	2
CN(C)S(=O)(=O)N1CCN(CC(=O)Nc2ccc(Br)cc2)CC1	0	-0.9	0.1	0.0	-2	1	3	-7	15	-7
CCN(C(=O)Cc1cccs1)c1nnc(-c2cc(OC)c(OC)c(OC)c2)s1	4	-4.4	-0.5	0.6	-12	15	1	18	12	0
COc1c(Cl)cnn(-c2ccccc2)c1=O	26	-2.4	-1.0	0.0	1	0	8	-2	3	0
Cc1ccn(C(=O)c2ccc(NC(=O)C3CCCCC3)cc2)n1	12	0.1	1.2	1.4	-4	-2	2	5	7	2
Cc1ccc(N2C(=O)C3C4C=CC(CNC(=S)Nc5ccc(F)cc5)(O4)C3C2=O)cc1 (stereo not drawn)	10	-0.3	3.7	1.1	-1	1	-12	0	7	1
CN(C)S(=O)(=O)c1cc(NC(=O)c2cc(=O)c3ccccc3o2)ccc1Cl	15	-8.4	14	-0.2	5	-2	-32	18	4	15
COc1ccc(NC(C)=O)cc1S(=O)(=O)Nc1ccccc1C(=O)NCCc1ccccc1	-4	-2.8	2.1	-0.3	10	8	-9	-4	5	5
CN(c1ccc(Br)cc1)S(=O)(=O)c1ccc2[nH]cc(C(=O)NCCN3CCOCC3)c(=O)c2c1	36	-3.6	-0.9	0.6	3	4	-18	10	14	8
Cc1ccc(F)cc1NCC(=O)Nc1ccc(Cl)cc1F	-9	-2.8	1.2	-1.3	-3	5	5	10	-4	5
CSc1nc(N)nc(-c2cccs2)c1C#N	49	-5.9	-1.1	0.1	-6	1	-21	13	22	-3
O=C(CSc1nc2ccccc2[nH]1)N1CCCCC1	0	-1.2	-3.0	-0.9	2	4	-6	-3	11	3
COc1ccc(NC(=O)Cn2c(=O)n(CC(=O)NCc3ccco3)c(=O)c3ccccc32)cc1	23	-1.1	4.6	-1.1	-8	-1	0	5	4	-2

Compounds listed so far that have a furan ring, fused or not:
SMILES	DUSP3 inh	FadD28 binding	Mtb BioA inh	Mtb UGM inh	BoNT F protease	FBA Mtb inh	Rv3671c inh	CCHFV vOTU inh	GDH-TPI inh	MazEF act
CCOc1ccc(NC(=O)NCc2ccco2)cc1	31	-1.6	1.2	-1.9	6	-3	-1	0	3	-5
CCCCNC(=O)NNC(=O)c1ccoc1C	-4	-1.6	-5.0	3.6	u	1	0	6	1	12
COc1ccc(NC(=O)Cn2c(=O)n(CC(=O)NCc3ccco3)c(=O)c3ccccc32)cc1	23	-1.1	4.6	-1.1	-8	-1	0	5	4	-2

Other compounds.
SMILES	DUSP3 inh	FadD28 binding	Mtb BioA inh	Mtb UGM inh	BoNT F protease	FBA Mtb inh	Rv3671c inh	CCHFV vOTU inh	GDH-TPI inh	MazEF act
COc1ccccc1CNC(=O)CSc1ncc(C(=O)Nc2ccccc2)c(=O)n1C	x	-3.5	x	-1.6	-5	0	2	-18	-1	28
O=S(=O)(NCc1ccc(F)cc1)c1cc(Br)ccc1Br	x	-3.0	1.1	-1.7	-5	3	-6	4	8	4
Cc1ccc(N(Cc2ccco2)C(=O)c2cccc(S(=O)(=O)N(C)C)c2)cc1	-4	-3.6	3.3	1.1	4	-1	-4	7	-12	0
O=c1[nH]cnc2c1sc1nc3c(c(-c4ccc(Cl)cc4)c12)CCC3	18	-4.2	1.2	-0.9	7	0	-6	1	9	-1
COc1cc(NC(=O)COc2cc(O)c3c(c2)OC(C)(C)CC3=O)cc(OC)c1OC	12	-2.8	-0.2	5.2	2	0	-9	-4	-10	5
CC1CCc2c(sc(NC(=O)Cn3nc(C(F)(F)F)c4c3CCCCC4)c2C#N)C1 (stereo not drawn)	36	-1.6	-6.7	1.8	6	2	3	-13	16	3
Cc1ccc2c(c1)c1c(n2CC(O)Cn2ccnc2C)C(=O)CCC1 (stereo not drawn)	16	-4.5	x	-1.5	5	20	3	-1	15	4
CC(C)c1ccc(OCC(=O)Nc2cccc3c2CCCC3)cc1	-16	-1.6	-2.9	2.0	-6	-1	3	6	-4	-2
O=C(CSc1nnc(-c2ccc(F)cc2)o1)Nc1ccccc1N1CCOCC1	x	1.4	x	-2.3	-11	0	0	6	-1	-3
Cc1n[nH]c(=S)n1/N=C/c1ccc(Br)o1	14	-2.0	x	0.8	-10	0	2	-4	-9	-1
Cc1ccccc1CCN(C(=O)c1csnn1)C(C(=O)NC1CCCC1)c1ccncc1 (stereo not drawn)	-3	-2.3	2.8	1.1	11	4	7	2	3	-20
Cc1cc(C(=O)N2CCC2(C)C(=O)NCc2cccc3ccccc23)nn1C (stereo not drawn)	x	-0.1	-0.2	x	-2	6	x	-6	3	x
CC(=O)c1c(C(C)=O)c(C)n(-c2cccc([N+](=O)[O-])c2)c1C	0	-3.0	x	x	1	0	0	5	13	-10
O=C(O)CCC(=O)Nc1ccccc1Oc1ccccc1	6	-0.2	x	2.7	-11	2	8	-3	3	7
CCC(C)CCN1CCN=C1Nc1ccccc1 (stereo not drawn)	x	-1.4	-0.7	-0.4	-9	1	-8	4	-4	11
CC(C)[C@H](NC(=O)NC1CCN(Cc2ccccc2)CC1)C(=O)O	27	-4.8	x	2.5	-20	-1	-6	-11	-1	7
Cc1ccc(S(=O)(=O)N2CCN(Cc3csc(C)n3)CC2)cc1	-64	-2.7	-0.3	-0.7	3	4	-2	-2	-4	-2

For reference, 14 of the compounds above:
SMILES	DUSP3 inh	FadD28 binding	Mtb BioA inh	Mtb UGM inh	BoNT F protease	FBA Mtb inh	Rv3671c inh	CCHFV vOTU inh	GDH-TPI inh	MazEF act
O=c1[nH]cnc2c1sc1nc3c(c(-c4ccc(Cl)cc4)c12)CCC3	18	-4.2	1.2	-0.9	7	0	-6	1	9	-1
COc1cc(NC(=O)COc2cc(O)c3c(c2)OC(C)(C)CC3=O)cc(OC)c1OC	12	-2.8	-0.2	5.2	2	0	-9	-4	-10	5
CC1CCc2c(sc(NC(=O)Cn3nc(C(F)(F)F)c4c3CCCCC4)c2C#N)C1 (stereo not drawn)	36	-1.6	-6.7	1.8	6	2	3	-13	16	3
Cc1ccc2c(c1)c1c(n2CC(O)Cn2ccnc2C)C(=O)CCC1 (stereo not drawn)	16	-4.5	x	-1.5	5	20	3	-1	15	4
CC(C)c1ccc(OCC(=O)Nc2cccc3c2CCCC3)cc1	-16	-1.6	-2.9	2.0	-6	-1	3	6	-4	-2
O=C(CSc1nnc(-c2ccc(F)cc2)o1)Nc1ccccc1N1CCOCC1	x	1.4	x	-2.3	-11	0	0	6	-1	-3
Cc1n[nH]c(=S)n1/N=C/c1ccc(Br)o1	14	-2.0	x	0.8	-10	0	2	-4	-9	-1
Cc1ccccc1CCN(C(=O)c1csnn1)C(C(=O)NC1CCCC1)c1ccncc1 (stereo not drawn)	-3	-2.3	2.8	1.1	11	4	7	2	3	-20
Cc1cc(C(=O)N2CCC2(C)C(=O)NCc2cccc3ccccc23)nn1C (stereo not drawn)	x	-0.1	-0.2	x	-2	6	x	-6	3	x
CC(=O)c1c(C(C)=O)c(C)n(-c2cccc([N+](=O)[O-])c2)c1C	0	-3.0	x	x	1	0	0	5	13	-10
O=C(O)CCC(=O)Nc1ccccc1Oc1ccccc1	6	-0.2	x	2.7	-11	2	8	-3	3	7
CCC(C)CCN1CCN=C1Nc1ccccc1 (stereo not drawn)	x	-1.4	-0.7	-0.4	-9	1	-8	4	-4	11
CC(C)[C@H](NC(=O)NC1CCN(Cc2ccccc2)CC1)C(=O)O	27	-4.8	x	2.5	-20	-1	-6	-11	-1	7
Cc1ccc(S(=O)(=O)N2CCN(Cc3csc(C)n3)CC2)cc1	-64	-2.7	-0.3	-0.7	3	4	-2	-2	-4	-2
